From PubChem
TRPML3 ag: human mucolipin-3 channel agonism; Q8TDD5; HEK293 TRPML3-YFP, Fluo-8 calcium fluorescence; 100% = the carbachol control signal; activation, % at 3 µM; 220,000 tested, 0.29% active; AID 1448;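 active = activation above its plate's cutoff, the mean activation of the plate's test wells plus 3 SD, cut at about 12% in these data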;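 note: 0% = DMSO only wells and 100% = carbachol wells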
Target sequence (Q8TDD5 whole entry, looked up): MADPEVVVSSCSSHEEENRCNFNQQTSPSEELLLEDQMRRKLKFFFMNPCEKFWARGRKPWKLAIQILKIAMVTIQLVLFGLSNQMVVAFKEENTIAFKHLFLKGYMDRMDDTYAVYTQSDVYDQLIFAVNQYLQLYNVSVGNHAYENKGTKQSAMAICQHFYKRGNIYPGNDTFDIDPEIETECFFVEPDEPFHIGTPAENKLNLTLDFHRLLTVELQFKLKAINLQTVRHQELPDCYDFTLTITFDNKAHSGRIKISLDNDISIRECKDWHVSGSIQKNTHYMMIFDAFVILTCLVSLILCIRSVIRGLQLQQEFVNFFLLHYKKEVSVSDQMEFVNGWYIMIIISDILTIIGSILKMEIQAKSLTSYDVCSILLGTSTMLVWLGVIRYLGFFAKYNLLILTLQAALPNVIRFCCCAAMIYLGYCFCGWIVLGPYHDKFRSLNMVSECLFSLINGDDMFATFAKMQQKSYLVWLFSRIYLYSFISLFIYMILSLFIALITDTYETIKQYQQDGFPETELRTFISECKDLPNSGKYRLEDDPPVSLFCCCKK
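Material: TRPML3-YFP stable HEK293 cells | Dosing: One concentration, 3 µM nominal, 0.3% DMSO | Timing: 125 s total fluorescence read per well | Technique: Fluo-8 calcium dye fluorescence, ex 470-495, em 515-575 nm | Measure: Percent activation from peak-to-basal fluorescence ratio, scaled between DMSO and carbachol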
NPY-Y1 PAM-ag: human NPY-Y1 potentiation or agonism, primary screen | P25929 | NPY-Y1 expressing cells, potentiator/agonist activation | AID 1304 | 220,000 tested, 0.37% active | activation, % at 3.6 µM; in the data active = activation above about 33%, passing the limit was not always enough;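 note: cells stimulated with NPY at EC10 then isoproterenol at EC100; 0% = low agonist plus stimulus and 100% = saturating agonist plus stimulus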
Target sequence (P25929 whole entry, looked up): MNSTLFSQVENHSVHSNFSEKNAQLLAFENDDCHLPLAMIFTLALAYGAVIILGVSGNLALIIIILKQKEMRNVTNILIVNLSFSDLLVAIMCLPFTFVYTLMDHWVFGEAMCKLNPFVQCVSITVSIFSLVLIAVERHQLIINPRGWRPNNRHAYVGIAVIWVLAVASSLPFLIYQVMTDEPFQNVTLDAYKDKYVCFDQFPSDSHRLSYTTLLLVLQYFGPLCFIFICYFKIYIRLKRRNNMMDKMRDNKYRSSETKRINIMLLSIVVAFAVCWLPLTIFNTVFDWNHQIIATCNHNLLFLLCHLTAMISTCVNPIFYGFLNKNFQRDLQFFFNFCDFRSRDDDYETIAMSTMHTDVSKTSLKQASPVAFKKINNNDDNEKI
CHOP inhibitor: blocks CHOP induction under ER stress. inhibition, % at 10 µM. 220,000 tested, 3.8% active. CHO-K1 CHOP-promoter luciferase, tunicamycin-induced, 15-18 h. AID 2732;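 active = compounds that reduced the stress-induced luciferase reporter signal by more than about 70% of percent inhibition, limit read from the data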;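 note: 0% = tunicamycin plus vehicle and 100% = wells without tunicamycin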
zfTRPN1 agonist: zebrafish TRPN1 (NompC) channel agonism | HEK293 zebrafish TRPN1-YFP, Fluo-8 calcium fluorescence; 100% = response to 87 µM carbachol | AID 1424 | activation, % at 3 µM | 220,000 tested, 0.18% active;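 active = activation above its plate's cutoff, the mean activation of test wells on that plate plus 3 SD, cut at about 19% in these data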;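 note: 0% = DMSO alone and 100% = 87 µM carbachol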
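Material: zebrafish TRPN1-YFP in HEK293 cells; Doses: single test compound dose, 3 µM nominal, 0.3% DMSO; Timing: dye loading 1 h at 37 °C, then 30 min room temperature; Technique: intracellular calcium fluorescence with Fluo-8; Benchmarks: high carbachol 87 µM, low DMSO alone.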
NPY-Y2 PAM-ag: potentiators or agonists of human neuropeptide Y receptor Y2; P49146; cells expressing NPY-Y2, potentiator/agonist read-out; activation, % at 3.6 µM; 220,000 tested, 0.45% active; AID 1359; in the data active = activation above about 27%;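 note: cells stimulated with NPY near EC25 plus isoproterenol at EC100; 0% = vehicle plus submaximal agonist and 100% = vehicle plus saturating agonist; some results beyond the cut were filed as inactive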
S1P4 agonist: activates the human S1P4 receptor; S1P4-expressing cell line, agonist reporter assay; activation, % at 4.98 µM; O95977; 220,000 tested, 0.35% active; AID 1509; in the data active = activation above about 11%;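 note: 0% = DMSO vehicle and 100% = reference agonist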
EP2 modulator: EP2 receptor (human) modulation. P43116. EP2-expressing cells, cAMP HTRF FRET, PGE2 co-stimulation. induction, % at 25 µM. 260,000 tested, 0.83% active;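 active = compounds whose cAMP rise, as percent of the full-agonist control response, exceeds 60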;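 note: rat C6 glioma line stably carrying human EP2 under a CMV promoter; the protocol text gives 20 µM as final concentration; 100% = response of wells given 1 µM PGE2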
S1P4 antagonist: blocks the human S1P4 receptor; O95977; S1P4-expressing cells, antagonist mode, reporter read-out; inhibition, % at 4.98 µM; 220,000 tested, 0.26% active; AID 1510; in the data active = inhibition above about 29%;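 note: 0% = wells stimulated with agonist and 100% = vehicle wells without agonist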
NPY-Y1 antag: antagonists of human neuropeptide Y receptor Y1. P25929. HEK293-CNG Y1 cells, membrane potential fluorescence; NPY at EC95, then isoproterenol. inhibition, % at 3.6 µM. 200,000 tested, 1% active. AID 1040;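 active = inhibition above the campaign mean inhibition of all tested compounds plus 3 SD, cut at about 20% in these data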;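 note: 0% = DMSO wells given NPY plus isoproterenol and 100% = isoproterenol alone without NPY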
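Test system – HEK293 Y1/CNG channel cell line · Also added – NPY agonist 25 nM, then isoproterenol 1 µM plus Ro 20-1724 25 µM · Compound dosing – one concentration, 3.6 µM, in 0.4% DMSO · Schedule – compound incubation 1 h at room temperature, readout 45 min post-stimulation · Technique – fluorescence, membrane potential probe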
* marks the source's active call; other numbers are inactive results; . = not tested or not shown; & = joins results of further samples. No enrichment for hits; any-hit rate near 6.5%.

Values in the order: TRPML3 ag, NPY-Y1 PAM-ag, CHOP inhibitor, zfTRPN1 agonist, NPY-Y2 PAM-ag, S1P4 agonist, EP2 modulator, S1P4 antagonist, NPY-Y1 antag
CC(C)(C)C1=C(C#N)C(c2ccncc2)C(C#N)=C(N)O1 (stereo not drawn)
→ 0.7, 5, 0, 0.1, -3, 0.8, -6, -13, 3
COc1ccc(OC)c(CN2CCC(C(=O)N3CCN(c4ccccc4F)CC3)CC2)c1
→ 0.8, -34, -27, 0.4, -8, 0.5, -11, 2, 13
CCCC(=O)N/C(N)=N/c1nc(C)c2ccccc2n1
→ 0.1, 22, -13, 0.0, -15, -1.0, -6, -6, .
O=C1C(Cc2ccc(F)cc2)SC(=Nc2ccccc2)N1c1ccccc1 (stereo not drawn)
→ 1.1, 7, 38, -0.3, 1, 0.0, 26, -13, 0
Clc1ccc(C2CSc3c4ncnc-4ncn32)cc1 (stereo not drawn)
→ 0.2, -2, -14, 2.0, 6, 0.3, 16, 17, .
COc1cc(C(=O)OCC(=O)c2cc(C)n(C)c2C)cc(NC(=O)c2ccco2)c1OC
→ 0.4, 6, 68, 0.9, -5, 1.3, -6, 15, -3
COc1ccc(C)cc1S(=O)(=O)N1CCOCC1
→ 0.2, 7, -33, 0.0, -2, 0.7, 13, -6, -2
Cc1cc(C)c2c(n1)sc1c(=O)[nH]c(SCc3ccccc3)nc12
→ 0.6, 4, 1, 1.0, 0, -1.0, 41, -6, 5
O=C(CN1CCC(Cc2ccccc2)CC1)NC(=O)NCc1ccco1
→ -0.7, 0, 33, -0.8, -6, 3.2, -3, -13, 5
Cc1ccccc1OCC(O)Cn1nnc2ccccc21 (stereo not drawn)
→ 0.1, -20, -1, 0.1, -4, 1.6, -11, -1, -3
CCC(C)C(=O)NCCc1ccc(S(N)(=O)=O)cc1 (stereo not drawn)
→ 1.3, -2, -9, -0.2, -11, 0.5, 8, 11, -1
CN(C)S(=O)(=O)c1ccc(C(=O)Nc2ccccc2C(=O)O)cc1
→ 0.1, -7, -12, -0.7, 7, 1.7, 11, -15, 1
NC(=O)c1ccccc1OCCOCCOCCOc1ccccc1C(N)=O
→ 0.2, 0, 24, 2.0, -13, 0.6, 14, 2, 4
Cc1cc(NC(=O)c2ccccc2Oc2ccccc2)no1
→ -1.1, 10, 0, -2.2, 7, -1.3, 24, 3, 1
COC(=O)NCC(c1cccnc1)N1CCOCC1 (stereo not drawn)
→ 1.0, 3, -1, 0.0, 10, 0.4, 0, 3, 1
O=c1oc2ccccc2c(N2CCC(c3ccccc3)CC2)c1[N+](=O)[O-]
→ 0.4, -13, 44, 0.5, -9, 0.2, 40, -18, 3
Cc1c(C)n(C(=O)CN2CCC(C)CC2)c2ccccc12
→ -0.6, -19, -14, -1.8, -23, 1.1, 28, -5, 5
C=CCOc1c(Cl)cc(CNn2cn[nH]c2=S)cc1OC
→ 0.2, 12, -1, 0.6, 3, -1.6, 0, -6, 2
CCCS(=O)(=O)N1CCC(C(=O)NCCCOC)CC1
→ -0.2, -30, -3, -0.1, -7, 0.5, 18, -5, -1
S=C(NCc1ccco1)N/N=C/c1cccnc1
→ 0.6, -20, 2, 1.5, 6, -0.8, 9, -16, .
CC1(C)Oc2ccc3ccc(=O)oc3c2/C(=C/N)C1=O
→ 0.6, 8, 24, -0.5, -2, 0.6, 4, -8, 1
O=Nc1c(O)[nH]c2ccc(F)cc12
→ 0.2, -5, -3, 0.8, -17, 0.2, 4, -4, 2
C=CCOc1nc(-c2ccncc2)nc2ccccc12
→ -0.8, -15, 71*, 0.0, -12, -0.2, 69*, -12, 10
CC(=O)Nc1ccc(C(=O)OCC(=O)Nc2ccccc2F)cc1
→ 1.3, 0, 9, 1.9, -7, 1.8, -19, -21, -2
Cc1ccc(C(=O)NNC(=O)C2CCN(Cc3ccccc3)CC2)cc1
→ -0.2, -19, -19, -0.6, -4, -0.1, -2, -4, -2
COc1ccccc1/C=C/CN1CCOCC1
→ 1.0, -15, 3, -1.1, -14, -1.7, 30, 0, 6
O=C(COc1cc(Cl)c(Cl)cc1Cl)NC(=O)NC1CCCC1
→ -0.1, 15, 91*, -0.9, -1, -0.5, 1, 0, 1
COc1cccc(NC(=O)CCN2CCN(C)CC2)c1
→ 0.7, 12, 9, -0.7, 18, 1.4, 5&12, 0, -4
CCCNC(=O)c1cc(-c2ccc(Br)cc2)on1
→ 1.0, -8, 21, 1.1, 9, 0.9, -7, 12, 0
COc1ccc(N(CC(=O)Nc2cccc(C)c2C)S(=O)(=O)c2c(C)n[nH]c2C)cc1
→ -0.9, 20, 21, 0.6, 3, 0.3, 3, -1, -4

Entries of single compounds from above. Values in the order: TRPML3 ag | NPY-Y1 PAM-ag | CHOP inhibitor | zfTRPN1 agonist | NPY-Y2 PAM-ag | S1P4 agonist | EP2 modulator | S1P4 antagonist | NPY-Y1 antag
Record of CC(=O)Nc1ccc(C(=O)OCC(=O)Nc2ccccc2F)cc1 : 1.3 | 0 | 9 | 1.9 | -7 | 1.8 | -19 | -21 | -2
Record of C=CCOc1c(Cl)cc(CNn2cn[nH]c2=S)cc1OC : 0.2 | 12 | -1 | 0.6 | 3 | -1.6 | 0 | -6 | 2
Record of Cc1ccccc1OCC(O)Cn1nnc2ccccc21 (stereo not drawn) : 0.1 | -20 | -1 | 0.1 | -4 | 1.6 | -11 | -1 | -3
Record of NC(=O)c1ccccc1OCCOCCOCCOc1ccccc1C(N)=O : 0.2 | 0 | 24 | 2.0 | -13 | 0.6 | 14 | 2 | 4

Continued:
Values in the order: TRPML3 ag, NPY-Y1 PAM-ag, CHOP inhibitor, zfTRPN1 agonist, NPY-Y2 PAM-ag, S1P4 agonist, EP2 modulator, S1P4 antagonist, NPY-Y1 antag
Cc1ccc(-c2cc(C(=O)Nc3c(C)n(C)n(-c4ccccc4)c3=O)no2)cc1
→ 0.8, -4, 27, 0.9, -9, -0.5, -2, 5, -5
CCC(=O)c1ccc(OCC(O)CN2CCN(c3ccc(F)cc3)CC2)cc1 (stereo not drawn)
→ 0.3, -9, 34, -1.2, 1, 2.1, -11, -9, 5
COc1ccc(CSc2nnc(N)s2)cc1F
→ 0.6, 8, 0, 0.1, 9, 2.3, 12, -10, 4
Cc1ccc(C(=O)CC2(O)C(=O)N(C)c3ccc(Br)cc32)c(C)c1 (stereo not drawn)
→ 0.5, -22, -15, -0.6, -1, -1.8, 1, 1, -5
Cc1ccc(OC(=S)Nc2ccc(F)cc2)cc1
→ 0.5, 6, 22, 1.0, 4, 0.6, -50, 0, -1
Cc1nnc(SCC(=O)N/N=C/c2ccc(-c3ccc(C)c(Cl)c3)o2)s1
→ 0.1, -15, 45, -1.9, 6, 2.2, -21, -13, 1
O=C(c1cc(-c2cccs2)on1)N1CCOCC1
→ 0.5, 9, -37, -0.6, -6, -1.0, 9, 4, 3
O=[N+]([O-])c1cccc(-c2cc3cccc[n+]3cc2-c2cccc([N+](=O)[O-])c2)c1
→ -0.2, -1, -1, 0.6, 6, 0.0, 12, -7, 3
COc1cccc(CNC(=O)C2=C(C)C(=O)OC23CCC(C)CC3)c1 (stereo not drawn)
→ 0.0, -6, 12, -0.5, -5, -0.2, 6, -2, -2
c1ccc(-c2noc(CSc3nnnn3-c3ccccc3)n2)cc1
→ -1.2, -12, 49, 0.3, -9, -1.0, 11, -20, 4
CN(C)c1ccc(/C(=N\O)C(F)(F)F)cc1
→ -0.8, -3, 22, -1.5, 11, 0.4, 29, -12, -4
CCOC(=O)c1sc(NC(=O)c2ccc(Cl)s2)cc1C
→ 0.7, 17, 60, 0.8, 3, 1.4, 7, -23, 3
COc1ccc(CNC(=O)CSc2nnc(Cn3nnc4ccccc43)n2C)cc1
→ 0.3, 10, -33, 0.4, 6, 0.5, 17, 1, -1
O=c1c(Cl)c(O)c2cccc3c4ccccc4n1c23
→ -0.4, -18, -7, -1.5, -14, 0.6, 3, 3, 6
O=C(O)CC1(CC(=O)Nc2cccc(C(F)(F)F)c2)CCCC1
→ -0.7, 13, 12, -1.5, -12, 0.0, 5, 12, .
C/C(N)=C(/C#N)C(=O)COC(=O)c1cc(-c2ccccc2)nc2ccc(Br)cc12
→ 1.3, 20, 26, 1.9, 4, -2.3, 52, 7, 1
COc1cccc(CNc2cnc3ccccc3c2)c1O
→ 3.1, -2, 35, 5.1, -4, 0.0, -73, -10, -3
Cc1ccc(S(=O)(=O)N2CCOCC2)cc1NC(=O)CSc1ccccn1
→ 0.0, 3, 0, -0.1, 0, -0.1, 9, -15, 3
Cc1cc(C(C)(C)C)ccc1OCCN1CCCC1
→ 0.0, -33, -38, 1.2, -12, -1.0, 2, 1, 6
Cc1ccsc1CNn1cnnc1SCc1ccc(Cl)cc1
→ -0.6, -2, -3, -0.8, -9, 2.0, -23, -12, -5
Cc1cccc(Nc2nc(N)nc(CN3CCN(c4ccc(F)cc4)CC3)n2)c1
→ 0.8, -25, 22, -0.9, -9, -1.8, -31, 14, 3
COCCNC(=O)C(c1ccc(C)o1)N(C(=O)c1snc(C(N)=O)c1N)c1ccc(C)c(C)c1 (stereo not drawn)
→ 0.3, 16, 9, -0.4, 11, 0.5, 17, 13, 6
COc1ccccc1CCc1nnc(CCC(=O)NC(C)Cc2ccsc2)o1 (stereo not drawn)
→ 0.1, -2, 37, -1.7, -38, 7.5, 0, -8, 1
CC1CCCCN1S(=O)(=O)c1ccc(N(C(=O)c2cnccn2)C(C(=O)NC2CCCCC2)c2cccs2)cc1 (stereo not drawn)
→ 0.6, -23, 12, 0.7, -19, -4.2, -6, -3, 1
CCS(=O)(=O)N1CCCC(C(=O)NCc2cccnc2)C1 (stereo not drawn)
→ 0.6, 10, 19, -0.4, 3, -1.6, 22, -9, 2
COC(=O)c1cn(C(=O)c2cccs2)c2ccccc12
→ 0.1, -23, 2, -0.2, -12, -3.2, 19, -2, 13
Cc1cc(=O)oc(C)c1C(=O)NCC1CCCO1 (stereo not drawn)
→ 1.4, -22, -9, -0.8, 0, 0.5, 16, -7, 2
O=C(CSc1nnc(-c2ccc(C(F)(F)F)cn2)s1)c1ccc(Cl)cc1
→ 1.1, -11, 9, -0.5, 2, -1.0, -6, 5, .
CC(=O)Cn1nnc2sc3c(c2c1=O)CCC(C(C)(C)C)C3 (stereo not drawn)
→ -0.8, 3, 32, -0.9, 3, 1.2, 47, -2, 2
COc1ccc(NC(=O)C(Cl)=C(Cl)Cl)cn1
→ 0.0, 7, -27, -0.1, 9, 0.1, -9, -3, -4
O=C(NC(Cc1c[nH]c2ccccc12)C(=O)Nc1ccc(F)cc1)c1cccs1 (stereo not drawn)
→ 0.4, 16, 28, -0.7, 19, -0.8, 11, -12, 0
Cc1nc(Cl)sc1C(=O)Nc1ccc(Cl)cc1
→ 0.0, 13, 42, 0.2, -4, 0.3, -33, -6, 2
